Source: PubChem
CRFBP-R2 agonist = CRF-BP/CRF-R2 complex agonism; 0.46% of 350,000 active; activation, % at 13.2 µM; HEK293 CRF-R2/CRF-BP, calcium dye fluorescence (FLIPR); percent of saturating CRF peptide response;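 active = activation of at least 50%, plus an integration ratio under a set limit after plate pattern correction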;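 also: plate controls were neutral control wells without compound for no effect and CRF at EC100 for full effect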
CHRM5 antagonist = antagonists of human muscarinic M5 receptor (CHRM5). CHO-hM5 cells, Fluo-8 calcium fluorescence, ACh EC80. inhibition, % at 3 µM. 0.59% of 360,000 active;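 active = inhibition above a per-plate cutoff, the mean of that plate's test compounds plus 3 SD, cut at about 27% in these data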;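 also: 0% = acetylcholine EC80 with DMSO and 100% = DMSO without agonist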
TAAR1 antagonist = human TAAR1 antagonism; Q96RJ0; CHO RD-HGA16 TAAR1, Fluo-8 calcium fluorescence, antagonist; inhibition, % at 3 µM; 1.5% of 360,000 active; AID 624466;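 active = inhibition above a per-plate cutoff, the mean inhibition of test compounds on that plate plus 3 SD, cut at about 49% in these data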;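 also: 0% = DMSO plus EC80 beta-PEA response and 100% = DMSO alone without agonist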
Target sequence (Q96RJ0 whole entry, looked up): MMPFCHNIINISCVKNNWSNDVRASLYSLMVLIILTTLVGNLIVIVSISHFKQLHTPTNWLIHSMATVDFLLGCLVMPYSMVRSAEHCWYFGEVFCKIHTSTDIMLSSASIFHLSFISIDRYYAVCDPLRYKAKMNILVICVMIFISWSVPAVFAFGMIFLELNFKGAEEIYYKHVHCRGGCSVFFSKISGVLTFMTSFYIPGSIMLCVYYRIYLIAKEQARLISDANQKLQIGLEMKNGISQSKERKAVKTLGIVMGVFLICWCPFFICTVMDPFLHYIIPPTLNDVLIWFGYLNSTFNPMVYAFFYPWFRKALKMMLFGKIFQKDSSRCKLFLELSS
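Test system: RD-HGA16 CHO cells with stable hTAAR1 and Gα16 / Probe or stimulus: EC80 β-phenethylamine stimulus / Times: seeding 17-24 h prior, 75-min 37 °C, 30-min RT dye loading / Detection: Fluo-8 calcium-sensitive fluorescence / Read-out basis: % inhibition scaled between DMSO and EC80 PEA controls / Repeats: singlicate, one well per test compound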
CHRM5 agonist = agonists of human muscarinic M5 receptor (CHRM5). P08912. activation, % at 3 µM. CHO-K1 hM5 cells, Fluo-8 calcium fluorescence; 0% DMSO wells, 100% maximal acetylcholine response. 0.19% of 360,000 active. AID 624037;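 active = activation above the run's mean over test compounds plus 3 SD, cut at about 23% in these data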;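 also: signal is peak over basal fluorescence ratio across the kinetic read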
CRFR2-BP antag = CRF-BP/CRF-R2 complex antagonism. HEK293 CRF-R2/CRF-BP, CRF-induced calcium fluorescence. inhibition, % at 11.8 µM. 0.59% of 350,000 active;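 active = inhibition of the ligand-induced calcium signal above about 50% at the single tested concentration, limit read from the data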
M5 PAM = potentiates acetylcholine response at human M5 receptor. P08912. AID 624038. 0.3% of 360,000 active. CHO-K1 hM5, Fluo-8 calcium, ACh EC20 PAM; 0% = ACh EC20, 100% = ACh EC100. activation, % at 3 µM;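 active = activation above the run cutoff, the mean activation of all test compounds plus 3 SD, cut at about 18% in these data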
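system = human M5 receptor in CHO-K1 cells | compound = one concentration, 3 µM final (nominal) | schedule = Post-acetylcholine fluorescence recording 140 s | signal = Fluo-8 calcium dye fluorescence, kinetic read | benchmarks = low control EC20 acetylcholine (0%), high control EC100 acetylcholine (100%) | repeats = singlicate, one well per test compound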
M1 PAM parental = counter-screen for M1 PAMs: effect in parental CHO-K1 cells; ATP EC20, Fluo-8 calcium fluorescence; 0% at ATP EC20, 100% at ATP max; activation, % at 3 µM; 0.02% of 360,000 active; AID 602247;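 active = activation above the run cutoff, the mean activation of all test compounds plus 3 SD, cut at about 40% in these data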;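 also: peak over basal fluorescence ratio in a 140 s read after ATP addition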
TAAR1 ag = human TAAR1 agonism. Q96RJ0. CHO RD-HGA16 TAAR1, Fluo-8 calcium fluorescence; vehicle wells 0%, saturating PEA agonist 100%. activation, % at 3 µM. 0.99% of 360,000 active. AID 624467;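 active = activation above the mean activation of all test compounds in the run plus 3 SD, cut at about 38% in these data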
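test system = CHO RD-HGA16 cells carrying human TAAR1 plus Gα16 | schedule = 17-24 h seeding, 75 min 37 °C dye, 30 min RT | compound dosing = 3 µM single concentration | control set = DMSO and PEA EC100 | replicates = n 1 | signal = Fluo-8 fluorescence, 5 s baseline then 140 s kinetic read | measure = percent activation vs PEA EC100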
M4 PAM = positive allosteric modulators of human muscarinic M4 receptor. activation, % at 3 µM. AID 624126. P08173. CHO-K1 hM4/Gqi5, Fluo-8 calcium fluorescence, ACh EC20; 0% = ACh EC20, 100% = maximal ACh. 0.4% of 360,000 active;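 active = activation above its plate's cutoff, the mean activation of sample wells plus 3 SD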; also: some results filed as inactive read as strong as hits
Target sequence (P08173 whole entry, looked up): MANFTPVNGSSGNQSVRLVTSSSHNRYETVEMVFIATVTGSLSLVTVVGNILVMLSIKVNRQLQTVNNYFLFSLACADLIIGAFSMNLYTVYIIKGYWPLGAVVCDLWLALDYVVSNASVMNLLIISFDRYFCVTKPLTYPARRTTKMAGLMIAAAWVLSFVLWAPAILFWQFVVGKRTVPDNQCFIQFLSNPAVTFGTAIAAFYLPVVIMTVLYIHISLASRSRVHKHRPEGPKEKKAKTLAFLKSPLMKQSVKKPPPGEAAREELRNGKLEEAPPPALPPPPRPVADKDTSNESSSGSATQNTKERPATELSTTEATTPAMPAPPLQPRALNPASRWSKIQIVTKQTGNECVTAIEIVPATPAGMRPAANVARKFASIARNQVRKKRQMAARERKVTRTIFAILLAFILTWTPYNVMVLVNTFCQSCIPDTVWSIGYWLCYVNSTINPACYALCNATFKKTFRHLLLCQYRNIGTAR
The depositor's hits bear a star; x = no result given. Rows are unselected; 4.2% or so of the library scored in one or more.

SMILES	CRFBP-R2 agonist	CHRM5 antagonist	TAAR1 antagonist	CHRM5 agonist	CRFR2-BP antag	M5 PAM	M1 PAM parental	TAAR1 ag	M4 PAM
CSCCC(=O)NC1CC(C)(C)Cc2c1cnn2-c1ccccc1C (stereo unspecified)	-1.2	6	-8	-4	-1	-1	15	2	0
NNc1nc2ccc(Cl)cc2s1	-1.2	-3	6	0	2	-1	22	2	6
COc1ccc(OC(C)C(=O)Nc2ccc(F)cc2F)cc1 (stereo unspecified)	-6.8	-7	-11	-4	-2	14	2	12	13
CC(=O)C1C(c2ccc(Cl)cc2)c2c(noc2C)CC1(C)O (stereo unspecified)	0.2	1	-12	-3	-5	-2	14	1	-4
CCOC(=O)N1CCN(C(=O)c2cc(COc3cccc(C(F)(F)F)c3)on2)CC1	-0.3	15	-30	-3	1	-8	-13	5	4
COc1ccc(-n2nnnc2C(C2CC2)N2CCN(C/C=C/c3ccccc3)CC2)cc1 (stereo unspecified)	x	6	-10	-8	x	-9	11	-1	4
Cc1nc(SCC(=O)NCC(F)(F)F)c2c(-c3cccs3)csc2n1	0.8	3	19	-5	-4	-8	-7	7	-5
O=C(COc1cccnc1[N+](=O)[O-])Nc1cccc2ccccc12	-0.3	-1	x	-2	4	-2	10	x	11
Cc1ccc(C(O)CN2C3=NCCN3c3ccccc32)cc1 (stereo unspecified)	-3.5	-2	-7	-3	16	5	20	2	8
CC1(C)CC[C@]2(C(=O)O)CC[C@]3(C)C(=CC[C@@H]4[C@@]5(C)CC[C@H](O)C(C)(C)[C@@H]5CC[C@]43C)[C@@H]2C1	1.3	-3	10	1	-38	5	18	2	3
O=C(N/N=C/c1cccc(O)c1)c1ccc(NC(=O)c2cccc([N+](=O)[O-])c2)cc1	-1.1	2	21	1	5	-2	13	1	-1
O=C(c1cc2cc([N+](=O)[O-])ccc2oc1=O)n1cccn1	8.6	-2	-19	9	13	9	7	6	-4
COc1ccccc1Cc1c(-c2ccc(OC)c(OC)c2)nc2c(C)cc(Br)cn12	x	-7	4	-6	x	-7	1	-2	-4
CC1(CCc2ccccc2)NC(=O)N(Cc2nnc(-c3ccccc3Br)o2)C1=O (stereo unspecified)	-2.5	1	2	2	-2	-6	10	12	-1
Cc1noc(C)c1NC(=O)Nc1ccc2c(c1)C(=O)N([C@@H](C)CO)C[C@@H](C)[C@H](CN(C)C(=O)Nc1cccc3ccccc13)OCCCC[C@H](C)O2	4.8	0	-8	0	2	-2	1	0	0
COCCOC(=O)C1=C(C)N=C2SCCC(=O)N2C1c1cccc(Br)c1 (stereo unspecified)	0.3	-4	-2	-1	32	-1	27	-1	5
COCC(C)n1c(C)cc(C(=O)COC(=O)c2ccc3c(c2)NC(=O)CS3)c1C (stereo unspecified)	0.5	-4	37	8	8	-3	3	16	0
COc1ccccc1C1CC(c2ccccc2)=NN1C(=O)c1ccccc1 (stereo unspecified)	6.3	10	2	-8	14	-2	15	1	-7
CC(=O)c1sc(NC(=O)C2=NN(c3ccccc3)C(=O)CC2)nc1C	-1.1	-2	-16	1	-3	-1	-1	1	6
CCCCn1c(SCc2nc(N)nc(N3CCCCC3)n2)nc2c1c(=O)n(C)c(=O)n2C	-1.7	5	5	-1	18	1	12	0	5
Cc1ccc(S(=O)(=O)c2cc3c(=O)n4ccccc4nc3n(C3CCCCC3)c2=N)cc1	8.1	-3	-9	-3	43	5	-3	1	-2
COc1ccc(CCN(C)C2CCCN(C(=O)c3ccnn3C)C2)cc1OC (stereo unspecified)	-0.5	10	-19	-5	-2	-4	-12	7	3
COc1ccc(-c2cc(C(F)F)n3ncc(C(=O)N4CCSCC4)c3n2)cc1	-4.3	-1	-16	-5	-17	-3	-6	6	6
O=C1C=C(c2ccc(C(=O)O)c(Cl)c2)C[C@@H](c2ccc3c(c2)OCO3)C1	-2.9	3	14	2	4	6	8	9	4
CCN(CC)CCCNC(=S)N(Cc1cccs1)Cc1cc2cc3c(cc2[nH]c1=O)OCCO3	-1.6	2	-13	-4	-4	-2	5	3	-4
CCN1CCN(C(CNS(=O)(=O)c2cccs2)c2cccnc2)CC1 (stereo unspecified)	-0.7	-3	0	-2	-8	8	24	0	3
C=CCNc1nc(-c2ccc3c(c2)OCCO3)cs1	1.6	-9	-49	-1	-4	1	7	0	-1
N#C/C(=C\c1ccccc1O)C(=O)Nc1cccnc1	1.6	7	-9	1	-11	2	10	0	11
CCCCN(C)C(=O)C1CCC(CNS(=O)(=O)c2ccc3c(c2)CC(C)N3C(=O)C2CC2)CC1 (stereo unspecified)	-1.4	-4	-19	2	29	-2	6	5	-8
O=C(O)C(CCc1ccccc1)(Cc1ccccc1)C(=O)O	1.2	-2	6	2	-6	15	21	0	7
COc1cc(/C=N\NC(=O)c2nonc2N)c(OC)cc1Br	-1.5	4	-11	-3	15	-6	23	2	2
O=C(N/N=C/c1ccco1)c1ccc(Br)o1	-1.0	4	-8	0	14	-6	-13	12	-1
CCOC(=O)N1CCN(C(=O)C2CCN(Cc3nc(-c4ccccc4C)oc3C)CC2)CC1	-0.5	-6	-10	-2	13	5	4	-2	6
COc1ccc(/C=N/OCC(=O)NCC(C)C)c(OC)c1	-0.6	7	-27	1	-37	2	2	1	-5
O=C(NCc1cccs1)C1CCCN1C(=O)Nc1cccc(Cl)c1 (stereo unspecified)	-1.3	17	-9	-3	-1	-13	-7	-1	-3
Cc1cc(-c2nnc(-c3cc4ccccc4oc3=O)o2)c(C)n1-c1ccccc1	2.5	1	8	-3	11	0	12	0	-4
C=CCNS(=O)(=O)c1cc2c3c(c1)CCN3C(=O)CC2	-0.2	10	-11	-5	7	-7	12	4	2
CN1C(=O)/C(=C/c2ccccc2F)Sc2ccc(C(=O)N3CCCC3)cc21	0.1	6	-71	12	-2	-3	8	4	3
Cc1ccc(S(=O)(=O)Nc2cccc(C(=O)NCc3ccc(S(N)(=O)=O)cc3)c2)cc1	0.4	7	-11	-3	-9	0	24	1	5
Cc1ccc2c(c1)c1c(n2CC(O)Cn2c(C)nc3ccccc32)CCCC1 (stereo unspecified)	1.3	-1	9	2	1	0	-3	4	1
CCOc1cc(/C=C/c2cc(C(F)(F)F)[nH]c(=O)n2)ccc1O	6.5	0	-22	-2	-10	1	19	4	13
O=C(Nc1ccc(Br)cc1C(=O)O)c1ccc2c(c1)C(=O)N(Cc1ccccc1)C2=O	2.8	0	-2	1	46	13	6	0	3
C[C@@H]1CN(S(=O)C(C)(C)C)[C@H](CCO)/C1=C\c1ccccc1 (stereo partly specified)	1.3	-4	5	-1	-18	1	11	0	-3
CCn1c2ccccc2c2cc(C3C(C#N)=C(C)NC(C)=C3C#N)ccc21	0.3	2	-11	1	-3	-6	19	4	10
CCc1ccc(C(=O)NNc2cc(Cl)ccc2Cl)cc1	0.1	2	12	-10	-13	-18	-7	1	-34
O=C(c1cc2c(s1)CCC2)N1C(=O)c2ccccc2S1(=O)=O	-0.4	-2	9	7	11	2	7	8	11
CC1(C)Cc2c(sc3c2c(=N)n(Cc2ccco2)c(=O)n3CC(=O)Nc2ccccc2)CO1	1.7	-7	-26	-1	-46	6	12	13	12
CCn1c(=O)c(C(=O)Nc2ccccn2)c(O)c2ccccc21	0.8	-7	-4	-1	-33	3	7	11	8
COc1ccc(OCCNC(=O)c2ccc3nc(C)c(N(C)Cc4ccc(NC(C)=O)cc4)n3c2)cc1	x	4	17	-1	x	-8	-10	4	1
Cc1cc(C)c(NC(=O)OCCN2CCOCC2)c(C)c1	1.3	1	-1	-2	0	1	1	1	8
O=c1oc(Nc2cccc(F)c2)nc2ccccc12	2.8	3	-13	-1	-11	-1	16	8	8
O=C(c1ccc([N+](=O)[O-])s1)N1CCN(c2ncccn2)CC1	7.1	5	2	3	-7	-1	26	0	5
Cc1cc(O)c2c(C)c(CC(=O)N3CCN(C(=O)C4COc5ccccc5O4)CC3)c(=O)oc2c1 (stereo unspecified)	-0.9	11	20	10	-10	12	-13	4	-6
O=C(Cn1cncn1)NCCCc1ccccc1	0.0	-11	-25	2	12	15	0	6	3
C[C@@H]1CN([C@H](C)CO)C(=O)CCCn2cc(nn2)CO[C@H]1CN(C)C(=O)OCc1ccccc1	-0.6	3	-6	-1	-1	0	16	2	3
Nc1nnc(-c2ccc(Cl)cc2)o1	0.0	3	1	-2	-4	3	17	-1	7
CC(C)C(=O)n1nc(-c2cccnc2)nc1NCc1cccs1	-1.7	8	-30	-4	1	0	2	-1	-3
Cc1cccc(OCCNc2ncccc2[N+](=O)[O-])c1	-0.7	-7	-15	-3	7	-3	-1	-3	4
O=C(CCN1C(=O)c2cccc3cccc(c23)C1=O)N1CCN(Cc2ccc3c(c2)OCO3)CC1	0.1	-2	46	5	20	-1	5	12	-1
CCOC(=O)c1c(NC(=O)COC(=O)CCS(=O)(=O)c2ccc(C)cc2)sc(C)c1C	-0.9	6	3	-1	-9	-2	11	7	-4

The list goes on.
SMILES	CRFBP-R2 agonist	CHRM5 antagonist	TAAR1 antagonist	CHRM5 agonist	CRFR2-BP antag	M5 PAM	M1 PAM parental	TAAR1 ag	M4 PAM
C=CCNC(=S)NNC(=O)c1csc(C)c1C	-0.6	-8	-15	-1	-15	5	11	2	5
COc1ccccc1Nc1ccc(C(=O)O)cc1[N+](=O)[O-]	-4.5	7	3	0	17	-4	3	5	3
CN(C)CCCNC(=O)C[C@H]1C[C@H](C(=O)N2CCOCC2)[C@@]2(CCC3CCCC3)c3[nH]c4cc(-c5ccco5)ccc4c3CCN2C1=O	7.4	-5	-5	-2	3	2	17	0	0
N#CC1(NC(=O)COC(=O)c2ccc(Cl)nc2)CCCCC1	2.2	-10	-15	2	6	2	-17	0	17
